Assay outcomes as filed in PubChem.
MT1-MMP act inh = blockers of MT1-MMP proenzyme processing, primary screen, HT1080 RFP-PRO-GFP cells, GFP/RFP fluorescence; 360,000 compounds, 0.061% hits; GFP/RFP ratio fluorescence, overnight; percent of plate control window, DMSO zero; Matrix metalloproteinase-14 (Homo sapiens), P50281; GFP/RFP ratio change, % at 20 µM;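 active = GFP/RFP ratio change of at least 30% with cell ATP level not reduced by more than half and red fluorescence within 50% of control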; note: strong numbers were not always called active
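Assay system: RFP-PRO-GFP reporter HT1080 cells; read-out basis: GFP/RFP fluorescence ratio; benchmarks: DMSO wells and RFP-L50D-GFP cells; doses: 20 µM single dose, 1% DMSO; schedule: overnight cell settling, then overnight compound exposure, 37 °C, 5% CO2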
Rin1 Abl inh = inhibitors of Rin1-Abl protein binding, primary screen, biochemical, TR-FRET. Tyrosine-protein kinase ABL1 (Homo sapiens) + Ras and Rab interactor 1 (Homo sapiens), …. inhibition, % at 7.35 µM. 360,000 compounds, 0.4% hits; in the data active = inhibition above about 5%, passing the limit was not always enough
Neddylation inh = inhibitors of cullin neddylation, primary screen, biochemical, TR-FRET, uHTS, NAE and Ubc12; NEDD8-conjugating enzyme Ubc12 (Homo sapiens) + NEDD8-activating enzyme E1 regulatory …; calls only at 25 µM; 360,000 compounds, 0.58% hits; AID 651699, 2012; in the data active = inhibition above about 36%
Target sequence (P61081 whole entry, looked up): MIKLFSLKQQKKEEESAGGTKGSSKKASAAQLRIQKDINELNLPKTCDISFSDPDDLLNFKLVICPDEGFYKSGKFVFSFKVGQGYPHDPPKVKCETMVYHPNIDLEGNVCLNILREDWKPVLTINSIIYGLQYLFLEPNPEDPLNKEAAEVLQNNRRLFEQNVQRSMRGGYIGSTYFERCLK
Target sequence (Q13564 whole entry, looked up): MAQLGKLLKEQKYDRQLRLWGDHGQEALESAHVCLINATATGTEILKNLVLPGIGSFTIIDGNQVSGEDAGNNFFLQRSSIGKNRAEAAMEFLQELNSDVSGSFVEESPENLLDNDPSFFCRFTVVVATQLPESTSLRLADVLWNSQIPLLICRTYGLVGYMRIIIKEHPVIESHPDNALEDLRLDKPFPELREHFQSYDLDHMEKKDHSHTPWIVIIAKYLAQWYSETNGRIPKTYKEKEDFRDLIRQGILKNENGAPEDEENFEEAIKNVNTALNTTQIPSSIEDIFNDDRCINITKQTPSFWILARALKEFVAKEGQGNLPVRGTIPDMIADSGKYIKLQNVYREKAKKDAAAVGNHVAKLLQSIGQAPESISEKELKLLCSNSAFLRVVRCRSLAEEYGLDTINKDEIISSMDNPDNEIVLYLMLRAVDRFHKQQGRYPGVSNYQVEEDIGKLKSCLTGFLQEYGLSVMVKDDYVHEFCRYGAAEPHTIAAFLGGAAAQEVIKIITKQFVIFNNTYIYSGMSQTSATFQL
Rpn11 inh = Rpn11 (PSMD14) deubiquitinase inhibitors, primary screen, biochemical, fluorescence polarization, uHTS; 26S proteasome non-ATPase regulatory subunit 14 (Homo sapiens), O00487; human 26S proteasome, Ub4-pepOG fluorescence polarization; 20S core pre-blocked with epoxomicin; calls only at 20 µM; 360,000 compounds, 0.59% hits; AID 588493, 2011;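 active = inhibition at 20 µM, scaled to each plate's controls, above about 33%, limit read from the data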
Target sequence (O00487 whole entry, looked up): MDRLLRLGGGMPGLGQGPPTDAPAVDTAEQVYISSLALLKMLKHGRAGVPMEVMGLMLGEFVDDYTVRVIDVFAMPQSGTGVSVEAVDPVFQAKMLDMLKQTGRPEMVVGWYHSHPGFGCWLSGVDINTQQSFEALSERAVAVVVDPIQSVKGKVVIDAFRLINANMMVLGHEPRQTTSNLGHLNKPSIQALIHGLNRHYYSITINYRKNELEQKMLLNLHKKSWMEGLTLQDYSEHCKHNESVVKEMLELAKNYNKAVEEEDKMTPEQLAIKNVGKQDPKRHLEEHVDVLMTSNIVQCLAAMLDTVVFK
SKN-1 inh = suppressors of acrylamide-induced Pgst-4::GFP reporter in worms, primary screen, SKN-1 inhibitor project, whole organism, uHTS, GFP/RFP fluorescence ratio, strain VP596; C. elegans VP596 Pgst-4::GFP/RFP ratio, 24 h; 360,000 compounds, 0.49% hits; inhibition, % at 21.8 µM;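 active = interference check ratio from 0.5 to 1.5 plus GFP to RFP signal ratio inhibition reaching or exceeding a fixed threshold, cut at about 30% in these data, passing the limit was not always enough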; note: some compounds called inactive have numbers as strong as hits
FAS TE block = FAS thioesterase domain inhibitors, primary screen, biochemical, fluorescence intensity, uHTS; Fatty acid synthase (Homo sapiens), P49327; recombinant FAS-TE, OMFH fluorogenic substrate, fluorescence endpoint; inhibition, % at 15 µM; 360,000 compounds, 0.67% hits; AID 602261, 2012;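 active = compounds whose normalised, plate-corrected inhibition of enzyme fluorescence in the single-dose primary screen is 50% or more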;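 note: 0% = DMSO with enzyme and 100% = substrate without enzyme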
CSN inh = inhibitors of CSN-mediated cullin deneddylation, primary screen, biochemical, fluorescence polarization, uHTS; inhibition, % at 12.5 µM; 360,000 compounds, 0.38% hits; COP9 signalosome complex subunit 5 (Homo sapiens), Q92905; Purified CSN, SCF-Nedd8-OG deneddylation;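 active = pattern-corrected inhibition above about 35%, with an unprinted fluorescence ratio check between 0.5 and 1.5, limit read from the data, passing the limit was not always enough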;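 note: 0% = enzyme with substrate and 100% = substrate without enzyme; some results filed as inactive read as strong as hits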
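Assay system: Purified human Csn5 enzyme expressed in HEK293T cells | Amount: Enzyme 0.24 nM | Measured by: Fluorescence polarization readout | Medium: Tris/NaCl/DTT buffer, pH 7.5 | Compound dosing: One concentration, 12.5 µM, 0.25% DMSO | Times: 90 min incubation of compound, enzyme and substrate at room temperature | Control set: no-enzyme wells high, enzyme-with-substrate wells low | Read-out: % inhibition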
NadD inh = inhibitors of S. aureus NadD, primary screen, biochemical, colorimetric, uHTS. Nicotinate-nucleotide adenylyltransferase NadD (Staphylococcus aureus N315). purified NadD enzyme, colorimetric absorbance read-out. inhibition, % at 20 µM. 360,000 compounds, 0.78% hits; in the data active = inhibition above about 26%; note: some compounds past the cut are filed as inactive
MLLE-PAM2 inh = inhibitors of PABP1 MLLE–PAM2 peptide binding, primary screen, biochemical, fluorescence polarization, FITC-PAM2, GST-MLLE; inhibition, % at 20 µM; 360,000 compounds, 0.36% hits; Polyadenylate-binding protein 1 (Homo sapiens), P11940; in the data active = inhibition above about 35%, passing the limit was not always enough;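 note: plate controls were DMSO wells with GST-MLLE for no effect and wells lacking GST-MLLE protein for full effect; some results filed as inactive read as strong as hits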
Starred values were filed as active, the others as inactive; i = inactive; x = not tested or not shown.

SMILES | MT1-MMP act inh | Rin1 Abl inh | Neddylation inh | Rpn11 inh | SKN-1 inh | FAS TE block | CSN inh | NadD inh | MLLE-PAM2 inh
COc1ccc(NC(C)=O)cc1NC(=O)c1ccc(Cl)cc1 | -1 | 5 | i | i | -5 | -5 | 2 | 4 | 0
O=S(=O)(c1ccccc1)N1CCC(O)(CSc2ccc(Cl)cc2)CC1 | 1 | -5 | i | i | -2 | 16 | 4 | -10 | -6
O=C(COc1ccc(Cl)cc1Br)N1CCN(S(=O)(=O)c2ccccc2)CC1 | -8 | 0 | i | i | 0 | 21 | -8 | -11 | 7
CCS(=O)(=O)NCC(c1cccnc1)N1CCN(c2ccccc2F)CC1 (stereo unspecified) | 4 | 1 | i | i | 6 | -7 | 0 | -2 | 5
Cc1ccc(-c2nn(-c3ccccc3)cc2/C=N/n2c(-c3ccncc3)n[nH]c2=S)cc1 | 1 | -3 | i | i | 7 | 4 | 3 | 39* | -131
CC(=O)c1ccc(-c2cnc3c(NC=O)cc(-c4cccc(C(=O)N(C)C)c4)cn23)cc1 | 3 | -10 | i | i | 13 | -1 | 1 | 8 | -14
C[C@H]1CN([C@@H](C)CO)C(=O)c2cc(Br)cnc2O[C@H]1CN(C)C(=O)Cc1ccccn1 | 1 | 3 | i | i | -12 | -6 | -4 | 3 | -6
O=C(COC(=O)c1ccccc1)NC1CCCC1 | -6 | 1 | i | i | 7 | -4 | -1 | -3 | -16
Cc1ccnc(NC(=O)CCC(=O)N(CC(=O)NC2CCCCC2)C2CCCC2)c1 | 0 | 0 | i | i | 5 | -4 | -1 | -7 | 7
CC1=Nc2ccc(Br)cc2C(c2ccccc2)N1CC(=O)O (stereo unspecified) | -1 | 2 | i | i | 4 | -10 | -1 | -2 | -9
Cc1nnc(SC(C)C(=O)NCC2CCCO2)s1 (stereo unspecified) | 4 | 4 | i | i | -10 | -6 | -3 | 1 | -10
Cc1cccc(C(C)C)c1NC(=O)COC(=O)c1cc2ccccc2oc1=O | 4 | 5 | i | i | -12 | -9 | -1 | -1 | -18
CC(=O)c1cccc(CN2CCN(C(C)C)C(CCO)C2)c1 (stereo unspecified) | -1 | 2 | i | i | 15 | -7 | 1 | 10 | -2
COc1ccc(CN2CCNC(=O)C2CC(=O)N(C)CCc2cnn(C)c2)c(F)c1 (stereo unspecified) | -5 | -3 | i | i | -1 | -4 | 1 | 5 | 1
CCc1c(C(=O)NNC(=S)NCC2CCCO2)csc1C (stereo unspecified) | -1 | 0 | i | i | 3 | -12 | -4 | 1 | -22
Cc1ccc(S(=O)(=O)N2CCC(C(=O)Nc3ccccc3N3CCCCC3)CC2)cc1 | -2 | 1 | i | i | 9 | 35 | 6 | 8 | -3
COc1ccc(Cl)cc1NC(=O)NCC1CCN(Cc2cc(C)ccc2C)CC1 | 3 | 4 | i | i | 11 | 8 | -4 | 7 | -2
O=C1CC(c2ccc(F)cc2)Sc2nc(C34CC5CC(CC(C5)C3)C4)nn21 (stereo unspecified) | 4 | -2 | i | i | 13 | 8 | 3 | 4 | 15
O=c1c2ccccc2ccc2ccccc12 | -3 | -3 | i | i | 35* | 10 | -5 | -6 | 9
CCOC(=O)CSc1nc(C)c2cc(C)c(C)cc2n1 | -1 | -1 | i | i | -4 | -1 | 7 | -4 | -18
COc1ccccc1NC(=O)Nc1cc(C(C)(C)C)nn1C | 2 | 0 | i | i | 10 | 0 | 0 | -2 | -4
COc1ccccc1NS(=O)(=O)c1cccc(NC(=O)c2cc3ccccc3oc2=O)c1 | -1 | -1 | i | i | 6 | -1 | -11 | 6 | 0
COc1ccc(-c2ccc3nncn3c2)cn1 | 0 | -3 | i | i | -2 | -9 | -5 | -5 | -4
Cc1ccc(CNC(=O)c2ccc3c(=O)n(CC4CCCO4)c(=S)[nH]c3c2)cc1 (stereo unspecified) | 2 | -1 | i | i | 3 | -2 | 3 | -1 | -51
Cc1ccccc1OCCCC(=O)Nc1ccc(S(=O)(=O)Nc2onc(C)c2C)cc1 | 2 | 0 | i | i | 2 | -5 | 0 | 1 | -7
Cc1cc(C(=O)COc2nncc3ccccc23)c(C)n1C | 3 | 1 | i | i | 7 | -5 | 1 | 2 | -1
CCONc1ncnc2nonc12 | -3 | -3 | i | i | -7 | -14 | -2 | -2 | 2
COc1cc(SC)ccc1C(=O)OCC(=O)NC(=O)NC(C)C | 2 | -3 | i | i | -1 | 0 | -3 | -7 | -1
CSc1sc(C(=O)NNC(C)=O)c2c1C1(CCC2)SCCS1 | -4 | 1 | i | i | -10 | -1 | -1 | -4 | -3
S=C1N(c2ccccc2)CN(C2CCCCC2)CN1c1ccccc1 | 1 | 0 | i | i | 7 | -6 | 0 | 0 | -16
O=c1[nH]c(CN(CCO)CCO)nc2c1C1(CCCCC1)Cc1ccccc1-2 | -3 | -3 | i | i | 25 | -2 | 7 | 3 | -1
CCn1cc(C(=O)N2CCCc3ccccc32)c2cc(OC)c(OC)cc2c1=O | -1 | -1 | i | i | -4 | -7 | 1 | 0 | 12
C[n+]1ccccc1C1CCCC/C1=N\NC(N)=S (stereo unspecified) | x | -1 | i | i | -2 | -4 | -4 | 23 | -147
CCc1c(C)nc2c(-c3ccccc3OC)c(C)[nH]n2c1=O | -2 | -2 | i | i | 5 | 3 | -3 | -3 | -9
O=C(O)CC/C(=N\Nc1ccc([N+](=O)[O-])cc1S(=O)(=O)N1CCOCC1)c1cccs1 | -10 | 1 | i | i | -9 | 0 | 10 | 5 | -28
CCc1c(C)nc2ncnn2c1N1CCCC(C(=O)Nc2ccc(NC(C)=O)cc2)C1 (stereo unspecified) | 2 | -1 | i | i | -3 | -7 | 0 | -4 | 17
Oc1c(C(Nc2ccccn2)c2cccnc2)cc(Cl)c2cccnc12 (stereo unspecified) | -6 | 0 | i | i | -9 | -1 | 1 | 24 | 3
CC(=O)c1cnc(N(C)C)s1 | 4 | 2 | i | i | 19 | -2 | 1 | -1 | 6
CC(C)C(=O)NN1c2ccccc2CCc2ccccc21 | -2 | 0 | i | i | 8 | -4 | -2 | -4 | 16
O=c1oc2ccccc2c2c1nc(C(F)(F)F)n2-c1ccccc1 | 4 | 0 | i | i | 7 | 7 | 6 | 6 | -10
C[C@@H]1CN([C@@H](C)CO)C(=O)c2cc(Br)cnc2O[C@H]1CN(C)S(=O)(=O)c1ccccc1 | 1 | 0 | i | i | -8 | 2 | 4 | 0 | 16
CN(Cc1cn(C)nc1-c1cccc(Cl)c1)C1CCOCC1 | -5 | -1 | i | i | 6 | -7 | 0 | -5 | 7
CCCCn1c(Cl)nc2c1c(=O)n(C)c(=O)n2C | 3 | 0 | i | i | -9 | -5 | 0 | -1 | 8
CCN(CC(=O)Nc1ccc2c(c1)OCCO2)C(=O)C1CC(=O)N(c2ccc(OC)cc2OC)C1 (stereo unspecified) | -1 | -1 | i | i | -1 | -7 | 5 | 3 | -4
CC(=O)c1ccc(NC(=O)CCc2nnc3ccc(NCc4ccco4)nn23)cc1 | 4 | 2 | i | i | -7 | -4 | 3 | 0 | -23
CC(C)=C1SC(N2CCN(c3ccc(C)cc3)CC2)=NC1=O | 0 | -5 | i | i | 9 | 0 | 1 | -3 | 6
CCCCn1c(N)c(N(CC(C)C)C(=O)CSCC(=O)Nc2cccc(C)c2)c(=O)[nH]c1=O | -3 | 0 | i | i | -2 | -3 | 0 | -3 | -14
CCOC(=O)c1sc(=S)n(-c2ccc3c(c2)OCO3)c1N | 1 | -2 | i | i | 4 | 2 | 0 | 1 | 40*

Entries listed so far that contain fluorine, in the order listed:
SMILES | MT1-MMP act inh | Rin1 Abl inh | Neddylation inh | Rpn11 inh | SKN-1 inh | FAS TE block | CSN inh | NadD inh | MLLE-PAM2 inh
CCS(=O)(=O)NCC(c1cccnc1)N1CCN(c2ccccc2F)CC1 (stereo unspecified) | 4 | 1 | i | i | 6 | -7 | 0 | -2 | 5
COc1ccc(CN2CCNC(=O)C2CC(=O)N(C)CCc2cnn(C)c2)c(F)c1 (stereo unspecified) | -5 | -3 | i | i | -1 | -4 | 1 | 5 | 1
O=C1CC(c2ccc(F)cc2)Sc2nc(C34CC5CC(CC(C5)C3)C4)nn21 (stereo unspecified) | 4 | -2 | i | i | 13 | 8 | 3 | 4 | 15
O=c1oc2ccccc2c2c1nc(C(F)(F)F)n2-c1ccccc1 | 4 | 0 | i | i | 7 | 7 | 6 | 6 | -10

Next part
SMILES | MT1-MMP act inh | Rin1 Abl inh | Neddylation inh | Rpn11 inh | SKN-1 inh | FAS TE block | CSN inh | NadD inh | MLLE-PAM2 inh
Cc1cc(OCC(O)CN(CCO)CCO)ccc1Cl (stereo unspecified) | 8 | 1 | i | i | 0 | -3 | 1 | -1 | 3
c1ccc(CNCc2ccc(CNCc3ccccc3)cc2)cc1 | 4 | 2 | i | i | 8 | -6 | 0 | 0 | -16
Cc1ccccc1C(=O)NCC(=O)OC(C)C(=O)NCc1ccco1 (stereo unspecified) | 7 | 2 | i | i | -10 | -7 | 6 | -1 | -6
Cc1ccc(-n2ncc3c(=O)n(CC(=O)NC4CCCCC4)cnc32)cc1C | 4 | 0 | i | i | -5 | -3 | 5 | 2 | 1
CCc1ccc(C(=O)NNc2ccccc2F)cc1 | -2 | 0 | i | i | 8 | -5 | 2 | 3 | 1
Cc1cccc(C(=O)NCCc2nnc(SCC(=O)Nc3nc(C)cs3)n2C)c1 | 4 | 1 | i | i | -1 | -10 | 2 | -2 | 3
CC(C)CCNC(=O)c1cc(S(=O)(=O)N2CCCCC2)ccc1N1CCOCC1 | 0 | 0 | i | i | -7 | 0 | -4 | -8 | 2
COc1ccc(CCN2C(=O)CCC2(C)C(=O)NC2CCCC2)cc1OC (stereo unspecified) | -1 | -5 | i | i | 3 | -5 | -5 | -2 | 8
CC(C)C(NC(=O)C12CC3CC(CC(C3)C1)C2)C(=O)N/N=C/C1=C(N2CCOCC2)C(=C\c2cccc([N+](=O)[O-])c2)/CC1 (stereo unspecified) | -1 | -2 | i | i | 3 | 64* | 0 | 11 | -2
Cc1cc(NS(=O)(=O)c2ccc(NC(=O)Cc3ccccc3)cc2)nc(C)n1 | -2 | 1 | i | i | 4 | -8 | 1 | -1 | 1
COc1ccc(C(=O)CSc2nc(-c3ccccn3)nc(C)c2Cl)cc1 | 3 | 0 | i | i | -3 | 6 | -4 | 10 | -1
CCCCN(CCCC)S(=O)(=O)c1c(C)[nH]c(=O)[nH]c1=O | 0 | -2 | i | i | 7 | -2 | -4 | 4 | 7
